SMARCA2 act – activators of SMARCA2 function; MG213 cells, MMTV-luciferase reporter, dexamethasone, overnight; activation, % at 9.1 µM; 1% of 370,000 active; AID 652017; in the data active = activation above about 7.8%;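 also: 0% = vehicle wells and 100% = reference activator wells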
hcDAF12 agonist – activators of H. contortus DAF-12 nuclear receptor. HEK293 hcDAF-12 lit1-tk-luc reporter, luminescence; 0% DMSO, 100% Δ7-dafachronic acid. activation, % at 6.8 µM. 1.4% of 370,000 active;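 active = activation above the mean of all tested compounds plus 3 SD, cut at about 5.5% in these data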;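 also: 100% = response to 3 µM Δ7-dafachronic acid high control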
ADAM17 inh – inhibitors of human ADAM17 | 0.83% of 370,000 active | inhibition, % at 6.95 µM | AID 720648 | recombinant ADAM17, EDANS/DABCYL FRET peptide cleavage | P78536;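 active = inhibition above the mean of compounds lying between control limits plus 3 SD, set per campaign, cut at about 8.5% in these data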;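 also: 0% = DMSO-only wells as the low control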
DAX1 inh-1 – inhibits human nuclear receptor DAX1; P51843; HEK293 Gal4-DAX1 luciferase reporter, luminescence; inhibition, % at 6.75 µM; 0.99% of 340,000 active; AID 504766;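 active = inhibition above the mean over all tested compounds plus 3 SD, cut at about 4.2% in these data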;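 also: 0% = DAX1-transfected cells with DMSO and 100% = empty-vector control cells with DMSO; inhibition shows as a rise in luminescence from relieved DAX1 repression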
MBD2 inh – MBD2-methylated oligo binding inhibition; Q9UBB5; TR-FRET, MBD2 binding to methylated oligonucleotide; inhibition, % at 4.4 µM; 0.31% of 370,000 active; AID 686964; in the data active = inhibition above about 13%
PLC-gamma1 inh – blocks human PLC-gamma1 enzyme activity; 0.84% of 370,000 active; purified PLC-gamma1, fluorogenic substrate, fluorescence; P19174; inhibition, % at 12.2 µM; in the data active = inhibition above about 9.5%
hgDAF12 agonist – activates the H. glycines DAF-12 receptor ligand-binding domain. 1.8% of 370,000 active. activation, % at 6.8 µM. HEK293 GAL4-hgDAF12 UAS-luciferase reporter, agonist luminescence; normalized to butyrate control;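 active = activation above a cutoff set at the mean of all screened compounds plus 3 SD, cut at about 10% in these data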;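 also: 0% = DMSO wells and 100% = sodium butyrate wells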
ssDAF-12 act – activates DAF-12 receptor from parasite S. stercoralis; HEK293 ssDAF-12/GRIP1 lit1-tk-luc reporter, luminescence; % of 3 µM dafachronic acid response; activation, % at 6.8 µM; 1% of 370,000 active;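 active = activation above the mean over all tested compounds plus 3 SD, cut at about 0.9% in these data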;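 also: 0% = DMSO-only wells and 100% = 3 µM delta7-dafachronic acid wells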
DAX1 inh-2 – inhibitors of DAX1 repression of SF-1 activated StAR promoter; inhibition, % at 6.8 µM; AID 652010; 1.1% of 370,000 active; HEK293T StAR-luciferase reporter, SF-1/DAX-1 repression relief;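 active = inhibition above the mean over all tested compounds plus 3 SD, cut at about 3.6% in these data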;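 also: 0% = DAX-1 cells with DMSO and 100% = cells lacking DAX-1 with DMSO; higher inhibition means more luminescence from relief of DAX-1 repression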
Rev-erbA mod – Rev-erb alpha (human) modulation | P20393 | Rev-erbα–FITC-DNA binding, fluorescence polarization, 90 min | activity, % at 10 µM | 0.79% of 370,000 active | AID 1259318;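 active = activity above about 14%, limit read from the data; passing the limit was not always enough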;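 also: 0% = DMSO wells with 35 nM protein and 100% = DMSO wells with 750 nM protein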
PLC-beta3 inh – blocks human PLC-beta3 enzyme activity; inhibition, % at 12.2 µM; 0.18% of 370,000 active; Q01970; AID 720704; Purified PLC-beta3, fluorogenic substrate, fluorescence; in the data active = inhibition above about 11%;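 also: 0% = median of compound wells on plate and 100% = full blocker control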
Target sequence (Q01970 whole entry, looked up): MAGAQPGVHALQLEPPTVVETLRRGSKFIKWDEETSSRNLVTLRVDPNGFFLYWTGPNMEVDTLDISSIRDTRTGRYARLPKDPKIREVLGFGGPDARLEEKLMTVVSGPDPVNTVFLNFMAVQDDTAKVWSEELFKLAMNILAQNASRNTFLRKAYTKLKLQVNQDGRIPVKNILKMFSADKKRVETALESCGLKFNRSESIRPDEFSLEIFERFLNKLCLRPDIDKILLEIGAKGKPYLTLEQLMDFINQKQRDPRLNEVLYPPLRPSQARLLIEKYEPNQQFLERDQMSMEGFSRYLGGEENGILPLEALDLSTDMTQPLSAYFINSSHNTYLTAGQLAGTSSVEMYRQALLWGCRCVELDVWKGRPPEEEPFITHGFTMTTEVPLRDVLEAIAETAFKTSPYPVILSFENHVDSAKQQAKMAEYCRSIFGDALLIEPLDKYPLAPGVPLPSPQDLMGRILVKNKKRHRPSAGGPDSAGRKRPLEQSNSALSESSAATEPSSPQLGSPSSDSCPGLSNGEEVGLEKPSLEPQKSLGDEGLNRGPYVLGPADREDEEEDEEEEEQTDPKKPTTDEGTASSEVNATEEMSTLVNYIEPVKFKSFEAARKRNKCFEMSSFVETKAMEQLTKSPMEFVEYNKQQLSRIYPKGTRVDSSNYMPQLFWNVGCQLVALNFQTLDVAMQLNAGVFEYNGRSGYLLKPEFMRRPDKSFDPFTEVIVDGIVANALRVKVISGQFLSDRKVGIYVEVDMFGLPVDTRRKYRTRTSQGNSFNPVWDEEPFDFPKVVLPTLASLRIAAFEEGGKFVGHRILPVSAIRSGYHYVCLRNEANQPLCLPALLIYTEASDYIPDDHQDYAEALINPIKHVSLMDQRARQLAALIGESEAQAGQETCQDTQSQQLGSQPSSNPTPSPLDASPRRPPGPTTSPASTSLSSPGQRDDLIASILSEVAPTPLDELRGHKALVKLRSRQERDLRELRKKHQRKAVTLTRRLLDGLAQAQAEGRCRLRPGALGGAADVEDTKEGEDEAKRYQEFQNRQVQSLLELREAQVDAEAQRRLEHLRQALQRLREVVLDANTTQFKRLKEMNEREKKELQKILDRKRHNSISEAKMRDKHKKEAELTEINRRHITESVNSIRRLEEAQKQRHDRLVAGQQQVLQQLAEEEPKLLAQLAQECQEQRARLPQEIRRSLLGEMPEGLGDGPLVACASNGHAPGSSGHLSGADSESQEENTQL
* marks the source's active call; other numbers are inactive results; i = inactive; / = not tested or not shown.

nr	structure	SMARCA2 act	hcDAF12 agonist	ADAM17 inh	DAX1 inh-1	MBD2 inh	PLC-gamma1 inh	hgDAF12 agonist	ssDAF-12 act	DAX1 inh-2	Rev-erbA mod	PLC-beta3 inh
1	C[C@@H]1CN([C@@H](C)CO)C(=O)CCCn2nncc2CO[C@@H]1CN(C)C(=O)C1CCCCC1	-4	0.1	1	1.7	-2	-1	-2.4	-0.8	0.5	1	0
2	NNC(=O)c1ccc(COCC(F)(F)C(F)F)cc1	-8	-0.8	-3	4.0	-7	-2	1.1	-1.7	-0.2	-1	1
3	COc1ccc2[nH]c(=O)c(CN(Cc3cccnc3)Cc3nnnn3CC3CCCO3)cc2c1 (stereo unspecified)	-1	-0.8	-49	1.8	-2	-16	3.0	-0.7	0.1	-1	-26
4	CCC(C)NC(=O)C1c2ccccc2C(=O)N1Cc1ccc(OC)cc1OC (stereo unspecified)	-5	-1.1	4	-0.2	0	4	-0.3	-1.2	0.3	-6	5
5	CCCCc1cc(=O)oc2cc(OCC(=O)N3C[C@H]4C[C@@H](C3)c3cccc(=O)n3C4)ccc12	3	-0.4	-7	1.6	-2	4	-5.2	-0.7	-1.7	-4	6
6	COc1nc(Nc2ccc(C(C)=O)cc2)nc(OC)n1	-2	-1.4	4	0.5	-2	3	-0.9	-0.5	-0.8	-4	4
7	Cc1cccc2cc(CN(CC3CCCO3)C(=O)c3ccncc3)c(=O)[nH]c12 (stereo unspecified)	-3	0.6	-7	0.2	1	2	1.2	-1.1	-0.3	-6	2
8	COc1cc2c(c(O)c1OC)C(=O)C(OC)CCC2 (stereo unspecified)	-2	-0.5	7	1.2	0	4	1.3	-0.7	0.7	1	12*
9	O=C(NC1CCCCCC1)C(=S)N1CCCC1	1	-0.6	-6	0.4	-1	-1	-1.9	-1.3	-0.1	-2	-8
10	Cc1c(C(=O)NCC2CCCO2)sc2nc(-c3ccccc3)cn12 (stereo unspecified)	2	3.9	-5	0.0	1	1	3.6	-0.4	1.9	0	1
11	COCCNC(=O)CCc1nnc(C2(c3ccc(Cl)cc3)CCC2)o1	4	-0.3	-2	-0.6	-5	3	-0.8	-0.9	-0.5	-1	3
12	CCCCc1c(O)nc2n(c1=O)CCS2	-3	-1.0	-2	0.2	2	-1	3.7	-0.5	0.3	-2	1

Next section; the last two above are carried over.
nr	structure	SMARCA2 act	hcDAF12 agonist	ADAM17 inh	DAX1 inh-1	MBD2 inh	PLC-gamma1 inh	hgDAF12 agonist	ssDAF-12 act	DAX1 inh-2	Rev-erbA mod	PLC-beta3 inh
11	COCCNC(=O)CCc1nnc(C2(c3ccc(Cl)cc3)CCC2)o1	4	-0.3	-2	-0.6	-5	3	-0.8	-0.9	-0.5	-1	3
12	CCCCc1c(O)nc2n(c1=O)CCS2	-3	-1.0	-2	0.2	2	-1	3.7	-0.5	0.3	-2	1
13	O=C(N1CCOCC1)N1CCN(S(=O)(=O)c2ccc(Cl)cc2)C1	3	2.0	-1	0.9	0	3	-1.8	1.0*	0.1	1	-6
14	CCOC(=O)C1CCCN(c2c(NCCN(C)Cc3ccccc3)c(=O)c2=O)C1 (stereo unspecified)	-2	-0.5	-1	1.5	-1	0	5.0	-1.8	0.6	9	3
15	O=C1OC(=O)c2c(Br)c(Br)c(Br)c(Br)c21	-4	-0.8	-3	1.0	-2	-4	-3.6	-0.1	0.6	2	-10
16	COC(=O)[C@]12C[C@H](CC(=O)N3CCN(C(=O)C4CC4)CC3)C(=O)N(Cc3ccc(Cl)cc3Cl)C1=C[C@H](C(C)(C)C)O[C@@H]2C	-2	-2.5	2	/	6	4	-2.5	-1.5	-1.1	-4	2
17	CCOC(=O)c1cc(-c2csc(COc3ccc(Cl)cc3)n2)on1	-6	3.2	-4	1.9	-3	0	-0.4	-0.8	0.9	3	-4
18	CCCCCn1c(=O)c2ccccc2n2c(=S)[nH]nc12	3	-0.6	-2	0.5	7	-5	0.2	-1.1	-0.3	6	-9
19	COCCCNC(=O)c1cc2c(=O)n3cccc(C)c3nc2n(C(C)C)c1=N	-2	-0.9	-44	0.6	14*	-17	-0.3	-0.9	-0.6	-2	-27
20	c1csc(-c2nc3ccccc3s2)c1	0	1.6	-25	4.6*	-1	-23	6.7	-1.3	0.3	3	-26
21	O=C(CN1CCCC1)Nc1ccc(F)c(Cl)c1	1	0.6	0	-0.8	1	6	-0.7	-1.2	0.1	2	-2
22	O=C(Nc1ccccc1)c1ccc(=O)[nH]n1	2	2.0	-4	-0.8	-1	3	-1.0	-0.2	0.2	0	0
23	Cc1cc(C)c2c(c1)N[C@H](c1cccs1)[C@@H]1CCO[C@H]21	-1	-2.1	-1	1.4	1	-1	1.1	-1.1	-0.5	-9	-7
24	COc1cccc2c1c(NC(=O)Nc1ccc(F)cc1F)nn2C	3	1.4	-3	0.1	4	0	-0.9	-1.1	-0.1	-1	-8

Next compounds:
nr	structure	SMARCA2 act	hcDAF12 agonist	ADAM17 inh	DAX1 inh-1	MBD2 inh	PLC-gamma1 inh	hgDAF12 agonist	ssDAF-12 act	DAX1 inh-2	Rev-erbA mod	PLC-beta3 inh
25	Cc1ccc(NC(=O)C(CC(=O)O)C2CCCO2)c(C)c1 (stereo unspecified)	2	-1.0	-2	-0.4	2	1	3.2	-1.3	-0.1	-1	2
26	COc1ccc(C(=C(CC(=O)O)C(=O)OC(C)(C)C)c2cc(OC)c(OC)c(OC)c2)cc1OC	-2	1.6	-1	1.7	4	0	-1.6	-1.0	-1.1	3	-2
27	CSCCC(NC(=O)c1ccco1)C(=O)N1CC=C(c2ccccc2)CC1 (stereo unspecified)	-2	-1.9	1	-0.3	3	-2	-3.4	-1.4	-1.6	-2	-7
28	CCOC(=O)C1CCCN(S(=O)(=O)c2cc(Br)cc3c2N(C(=O)C2CC2)CC3)C1 (stereo unspecified)	-3	-1.5	-2	-1.3	4	0	1.1	-0.8	0.0	5	0
29	COc1ccc(C(=O)N/C(=C/c2cccs2)C(=O)NN)cc1OC	-2	-1.5	-1	-0.9	4	-14	-2.4	-1.6	-0.3	5	-23
30	CC(C)C1Nc2ccc(C(=O)NCc3ccco3)cc2NC1=O (stereo unspecified)	1	1.2	-56	0.1	5	-15	4.8	-0.7	-0.3	-4	-33
31	CCOc1ccc(NC(=O)CCC(=O)N2CCSc3ccccc32)cc1	-3	-2.4	-2	-1.6	3	0	-0.8	-1.2	-1.7	0	-5
32	COc1cccc(C(C(=O)NCc2ccccc2)N2CCN(C(=O)C3CCCO3)CC2)c1OC (stereo unspecified)	2	0.1	-7	/	6	0	-2.9	-0.3	0.9	2	2
33	O=C(NC1CCS(=O)(=O)C1)c1sc2ccccc2c1Cl (stereo unspecified)	0	0.0	-4	0.7	-1	1	-1.7	-0.7	0.5	-4	1
34	COc1ccc(C(CC(=O)N2CCN(C)CC2)NC(=O)C(F)(F)F)cc1 (stereo unspecified)	-1	0.4	-1	0.5	-4	0	4.1	-1.3	-0.3	1	-2
35	CN(C)C(=S)NC(=O)c1cccc(Cl)c1	-2	0.8	0	1.5	3	4	1.1	-1.3	0.1	-2	-3
36	CN(CC(=O)Nc1ccccc1Cl)CC(=O)c1c(N)n(Cc2ccccc2)c(=O)n(C)c1=O	0	0.2	-9	-0.1	6	0	0.0	-0.7	0.5	-3	-9

(next part)
nr	structure	SMARCA2 act	hcDAF12 agonist	ADAM17 inh	DAX1 inh-1	MBD2 inh	PLC-gamma1 inh	hgDAF12 agonist	ssDAF-12 act	DAX1 inh-2	Rev-erbA mod	PLC-beta3 inh
37	O=c1c(/C=N/N2CCOCC2)c(C(F)(F)F)[nH]n1-c1ccccc1	1	-0.5	1	-1.3	4	0	2.0	-0.8	0.0	1	1
38	COc1cc2oc3cc(C)oc(=O)c3c2cc1OC	0	-1.5	-378	0.8	-6	i	0.3	-1.1	-0.3	1	i
39	Cc1ccc(N(CC(=O)NCc2ccccc2)C(=O)c2csnn2)cc1	-3	-0.6	-1	-0.4	0	-3	-0.6	-1.0	0.0	5	-7
40	O=C1/C(=C\Nc2ccc(OC(F)(F)F)cc2)CCN1c1ncccn1	1	0.6	-4	-0.1	-1	-8	1.8	-0.8	0.7	-4	-9
41	Cc1ccc(NC(=O)CCC(=O)c2cccs2)nc1	0	0.5	0	0.8	-3	-10	4.3	0.7	1.7	-3	-11
42	Cc1cc(/C=N/n2cnnc2)c(C)n1-c1ccc2ncccc2c1	-4	-2.0	-13	1.1	7	-42	-6.2	-1.0	-1.1	-4	-76
43	CCSc1nnc2n(-c3ccc(OC)cc3)c(=O)c3c4c(sc3n12)CCCC4	-2	-0.9	4	0.6	-2	5	0.2	-1.3	0.8	-1	6
44	O=C(/C=C/c1ccc(O)cc1)c1ccc(O)cc1O	8.1*	0.2	2	-1.2	-2	-35	7.5	-0.2	0.5	-4	-52
45	O=C(CNC(=O)c1ccco1)N=Nc1c(O)[nH]c2ccc(Br)cc12	-4	-1.4	8	0.5	-5	0	0.3	-1.7	-0.3	2	-8
46	O=C(Nc1scc(-c2ccccc2)c1C(=O)O)c1ccccc1F	3	-0.4	1	2.3	4	-20	1.6	-1.3	-0.3	-3	-30
47	O=C(O)c1cccc(CN2C(=O)CSC2=O)c1	-1	-0.9	-4	0.5	-1	2	-0.8	-0.2	0.6	0	2
48	CCOC(=O)C1=NN(C(=O)Nc2cccc(C(F)(F)F)c2)C2C(=O)N(c3cccc(C(F)(F)F)c3)C(=O)C12 (stereo unspecified)	-1	-2.9	4	0.4	8	0	-1.2	-1.1	-0.1	-2	-6
49	CC(C)CN(C(=O)c1ccc(=O)n(C)n1)c1nc2ccccc2s1	1	0.6	-1	0.6	0	1	4.2	-0.7	-0.9	4	-1
50	COc1ccc([C@H]2C=C3CN(C(=O)OC(C)(C)C)S(=O)(=O)[C@H]3C[C@H]2OC(=O)c2cccs2)cc1	0	-1.8	2	/	2	1	-1.9	-0.9	-0.7	-1	0
51	COc1ccc(-c2cn(-c3ccc(C)cc3)c(=O)n2CC(=O)Nc2ccc(OC)c(OC)c2)cc1	2	-1.5	6	0.1	0	2	-0.7	-0.8	0.4	5	5

Compounds as they come. About 7.4% of those tested had a hit in this group.
